# TRHR PAM – TRH receptor (human) allosteric enhancement | 0.66% of 360,000 active | AID 493056 | TRHR cells, fluo-8 calcium fluorescence, EC20 TRH enhancement | enhancement, % at 2 µM; in the data active means enhancement above about 30%; further: 0% is about no effect
# Target sequence (P34981 whole entry, looked up): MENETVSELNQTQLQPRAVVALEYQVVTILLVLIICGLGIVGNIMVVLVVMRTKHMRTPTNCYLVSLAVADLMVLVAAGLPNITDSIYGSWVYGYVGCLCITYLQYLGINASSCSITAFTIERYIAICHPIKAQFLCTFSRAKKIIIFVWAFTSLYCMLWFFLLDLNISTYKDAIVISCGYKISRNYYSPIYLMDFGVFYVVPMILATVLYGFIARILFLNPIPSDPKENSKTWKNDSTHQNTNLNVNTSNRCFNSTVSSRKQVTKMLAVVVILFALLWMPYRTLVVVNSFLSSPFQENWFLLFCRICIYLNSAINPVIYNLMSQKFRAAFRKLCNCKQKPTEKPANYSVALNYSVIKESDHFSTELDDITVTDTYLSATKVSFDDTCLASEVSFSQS
#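 Enhancer read-out: after compound pinning and an initial kinetic agonist-mode read, an EC20 of TRH (10 nM final) was injected and fluo-8 calcium signal (Ex 480/Em 530) followed at 1 s/cycle for 100 cycles in TRHR-expressing cells.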
# IDH1 R132H inh – blocks human mutant IDH1 R132H enzyme; O75874; IDH1-R132H enzyme, NADPH consumption, diaphorase/resazurin fluorescence; Potency, µM (titrated, usually from 76.6 µM), for the others: at the highest dose activity change, negative = inhibition, actives largely listed as inhibitors; 0.093% of 390,000 active; AID 602179; further: potency means the concentration at half of the fitted maximal effect; on the % scale 0 is the no-effect control and ±100 the full control effect; nearly all actives have a fitted effect of over 65% in size
#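 IDH1-R132H (0.5 ug/mL) preincubated 30 min with compound, then NADPH (0.016 mM) and alpha-KG (2 mM) added; 80 min at RT, pH 7.5. Remaining NADPH coupled via diaphorase/resazurin to fluorescence (540/590 nm); concentration-response curves normalized to no-enzyme control.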
# TrxR1 substrate – is turned over as a substrate by rat TrxR1; O89049; purified TrxR1 substrate turnover, NADPH consumption readout; Potency, µM (series often up to 114 µM), for the others: at the top dose activity change, negative = substrate turnover; 0.01% of 390,000 active; further: potency means the concentration at half of the fitted maximal effect; on the % scale 0 is the no-effect control and ±100 the full control effect; nearly all actives have a fitted effect of over 50% in size
# Target sequence (O89049 whole entry, looked up): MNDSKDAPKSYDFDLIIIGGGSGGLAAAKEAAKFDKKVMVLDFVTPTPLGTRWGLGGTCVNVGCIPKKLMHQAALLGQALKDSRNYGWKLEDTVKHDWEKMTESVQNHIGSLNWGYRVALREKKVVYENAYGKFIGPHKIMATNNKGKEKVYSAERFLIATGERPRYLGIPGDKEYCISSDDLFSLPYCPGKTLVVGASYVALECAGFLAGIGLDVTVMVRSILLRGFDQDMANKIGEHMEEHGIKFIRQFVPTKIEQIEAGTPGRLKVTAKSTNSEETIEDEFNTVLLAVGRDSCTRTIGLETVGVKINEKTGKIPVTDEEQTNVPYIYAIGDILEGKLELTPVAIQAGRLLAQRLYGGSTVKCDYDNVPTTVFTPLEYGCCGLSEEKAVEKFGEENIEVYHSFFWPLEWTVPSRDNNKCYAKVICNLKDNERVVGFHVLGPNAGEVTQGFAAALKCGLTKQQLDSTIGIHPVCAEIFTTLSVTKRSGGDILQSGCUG
#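 Rat TrxR1, dispensed at 90 nM, was prereduced with 400 uM NADPH (final) for 5 min at ~22 deg C, then incubated with compound 15 min before 400 uM selenite. A first-read NADPH fluorescence drop versus no-compound background flagged substrates.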
# D2 antag – antagonists of human D2 dopamine receptor. 2% of 340,000 active. inhibition, % at 10 µM. AID 485344. HEK293 TREx D2 cells, calcium flux, dopamine EC80; in the data active means inhibition above about 30%; further: 0% is about no effect
#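 Calcium mobilization kinetics were recorded at 1 s intervals in tetracycline-induced HEK293 T-REx D2 cells, first for 180 s after compound addition and then 180 s after EC80 dopamine.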
# rTrxR1 inhibitor – inhibitors of rat thioredoxin reductase 1; recombinant rTrxR1, NADPH fluorescence consumption, selenite substrate; O89049; Potency, µM (series often up to 114 µM), for the others: at the top dose activity change, negative = inhibition, hits mostly inhibitors; 1% of 390,000 active; AID 588453; further: potency means the concentration at half of the fitted maximal effect; on the % scale 0 is the no-effect control and ±100 the full control effect; nearly all actives have a fitted effect of over 65% in size
#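 Rat TrxR1 (90 nM in the dispensed reagent) was pre-reduced with 400 uM NADPH for 5 min at room temperature, then incubated with compound for 15 min. After 400 uM selenite was added, NADPH fluorescence (Ex 340/Em 450 nm) was followed for 8 min.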
# D2 agonist – agonists of human D2 dopamine receptor; AID 485358; HEK293 T-REx D2 cells, calcium flux agonist mode; activation, % at 2 µM; 0.53% of 340,000 active;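 active means activation over 3 SD above normal in the single-dose calcium agonist read, cut at about 30% in these data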; further: 0% is about no effect
#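 Agonism is scored from calcium flux in a force-coupled, inducible HEK293 cell line expressing D2, read kinetically for 180 s after compound addition against dopamine controls.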
# PI4K2A block – blocks human PI4K2A kinase activity; Q9BTU6; purified PI4K2A, ADP-Glo luminescence, 1 h; active compounds read low; activity change, negative = inhibition, % at 76.9 µM; 0.13% of 420,000 active; AID 1346378; in the data active means activity change below about -50%; inconclusive means mostly about -30% to -49%;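 further: -100% = wells without enzyme as full effect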
#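 In this quantitative HTS, ADP production by PI4K2A was quantified luminescently after 1 h at ambient temperature; 100 microM adenosine served as plate-quality control.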
# USP1 inh – inhibitors of human USP1/UAF1 deubiquitinase. O94782. recombinant USP1/UAF1, Ub-Rhodamine cleavage fluorescence. Potency, µM (titrated, usually from 57.1 µM), inactives show top-dose activity change, negative = inhibition, most hits filed as inhibitors. 0.23% of 390,000 active. AID 743255; further: potency means the concentration at half of the fitted maximal effect; on the % scale 0 is the no-effect control and ±100 the full control effect; nearly all actives have a fitted effect of over 60% in size; inactives centre near -12
#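 In this screen, compounds sit with the deubiquitinase complex (1nM) for 15 min at room temperature before Ub-Rho is added at 150nM final. Fluorescence rise is then followed for 6 reads every 60 seconds.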
# TRHR ag – agonists of human TRH receptor. P34981. TRHR cells, calcium flux fluo-8, FDSS agonist mode. activation, % at 2 µM. 0.18% of 360,000 active. AID 493084; in the data active means activation above about 30%; further: 0% is about no effect
#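 In this calcium-flux screen, cells bearing human TRHR are dye-loaded with fluo-8, baselined for 10 cycles, then exposed to library compounds; positive kinetic calcium responses during the agonist phase mark hits, with TRH as control.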
# An asterisk follows results filed as active; ? = inconclusive; . = no result given; [ ] = dose if it differs, or a comment. Unless noted, the call rests on the fitted dose curve; in most records, active means well fitted inhibition curve with a large enough effect; inconclusive means small, poorly fitted or top-dose-only effect; inactive means no such curve, though single readings can be large or run the other way.
SMILES,TRHR PAM,IDH1 R132H inh,TrxR1 substrate,D2 antag,rTrxR1 inhibitor,D2 agonist,PI4K2A block,USP1 inh,TRHR ag
O=C(C1CCCN(S(=O)(=O)c2ccc([N+](=O)[O-])cc2)C1)N1CCCCC1 (stereo unspecified),-5,1%,-3%,5,3%,0.2,-2,?,0.2
CCOC(=O)c1ccc(NC(=O)c2nc(SCc3ccc(F)cc3)ncc2Cl)cc1,1,-8%,-7%,.,18%,1.0,0,-15%,3.8
Cc1cc(NS(=O)(=O)c2ccc(NC(=O)Nc3ccc4c(c3)OCO4)cc2)no1,6,-1%,-1%,13,17%,0.4,-2,3%,-0.1
CC(Oc1ccc(Cl)cc1)c1ccc(C#N)c(=O)[nH]1 (stereo unspecified),-10,-9%,14%,4,4%,0.6,-4,-15%,-1.0
Cc1csc2nc(-c3ccc(NS(=O)(=O)c4cc(F)ccc4F)cc3)cn12,-4,-8%,-4%[57.1 µM],.,9%[57.1 µM],0.7,-3,-12%,0.2
Cc1cnc(NC(=O)CSc2nnc(-c3ccc(Cl)cc3Cl)n2N)s1,-5,6%,8%[57.1 µM],-10,2%[57.1 µM],-0.3,3,-22%,-0.5
Cn1c(CCN2CCN(c3ccccc3)CC2)nc2cc(NC(=O)c3ccco3)ccc21,33*,1%,1%,-4,2%,8.0,0,-22%,0.0
Cc1ccccc1C(=O)c1cccn1CC(=O)NCCN1CCN(c2cccc(C)c2C)CC1,2,7%,1%,-12,15%,-0.7,5,-18%,-0.6
COc1ccc(N(C(=O)c2ccccc2F)S(=O)(=O)c2ccc3c(c2)n(C)c(=O)n3C)cc1,-4,.,4%,.,7%,-0.4,-5,0%,1.2
COC(=O)c1cccc(NC(=O)CN2CCc3ccccc3C2)c1,71*,4%,9%,13,38%[activator],5.3,-5,-24%,-0.4
NS(=O)(=O)c1ccc(NCCCn2ccnc2)c([N+](=O)[O-])c1,0,9%,3%[57.1 µM],3,-3%[57.1 µM],0.1,0,-2%,0.6
C/C(CC(=O)Nc1cccc(Cl)c1Cl)=N\NC(=O)c1ccccc1Br,-12,2%,17%[57.1 µM],0,11%[57.1 µM],0.6,-6,-5%,0.0
CCC(C)(C)NC(=O)CN(C(=O)CCC(=O)Nc1nccs1)c1cccc(C)c1,1,-5%,9%,1,38%[activator],-0.3,2,-20%,-0.2
CCN(CC(=O)NCc1ccccn1)S(=O)(=O)c1ccc(OC)cc1,13,10%,5%,7,21%,0.2,-1,-15%,0.2
COCCCNC(=O)C[C@H]1C[C@H](C(=O)N2CCCCC2)[C@@]2(CCc3ccccc3)c3[nH]c4ccc(Cl)cc4c3CCN2C1=O,.,-29%,-3%,.,6%,.,2,-42%,.
COc1ccc(Br)cc1CNC(=O)C(C)n1nc(C)n2c(cc3occc32)c1=O (stereo unspecified),18,.,14%,.,28%,0.1,-4,-8%,-0.1
Cc1ccc(O)c(N=Nc2ccc(S(=O)(=O)N3CCOCC3)cc2)c1,-1,-5%,-9%,-7,-5%[57.1 µM],-0.6,5,-16%,-1.5
Oc1c(N=NC(=S)Nc2ccccc2F)c2ccccc2n1Cc1ccc(Cl)cc1,2,0%,-7%,.,-14%,.,-5,-11%,0.3
O=C1c2cccnc2C(=O)N1Cc1ccc2c(c1)OCO2,1,9%,5%,8,17%,-0.3,-5,-8%,-0.6
Cc1ccc(OCC(=O)NCc2cccs2)c([N+](=O)[O-])n1,0,-5%,4%[57.1 µM],6,10%[57.1 µM],-1.3,-16,12%,0.1
CC1CN(Cc2nc3ccccc3c(=O)[nH]2)CC(C)O1 (stereo unspecified),11,13%,-18%[57.1 µM],8,20%[57.1 µM],0.8,0,-17%,0.3
COc1ccc(CNC(=O)Cc2c(C)c3c(cc(C)c4c(C)coc43)oc2=O)cc1,7,-5%,1%,.,15%,0.6,-1,-21%,0.7
NNC(=S)Nc1cccc(-c2n[nH]c(=S)o2)c1,-4,7%,4%,-4,-11%,-0.3,0,-24%,0.2
Oc1c(C=Nc2cccc3cccnc23)sc2ccccc12,9,.,.,-10,.,25,.,.,50*
COc1ccc(NC(=O)CN(C)C(=O)c2ccc(COc3ccccc3)o2)cc1,12,0%,-5%,-7,-2%,0.6,4,-9%,-0.1
# Next part:
SMILES,TRHR PAM,IDH1 R132H inh,TrxR1 substrate,D2 antag,rTrxR1 inhibitor,D2 agonist,PI4K2A block,USP1 inh,TRHR ag
COC(=O)c1ccc(Cl)c(-c2ccc(/C=N/NC(=O)Nc3ccccc3)o2)c1,31*,3%,22%,11,3%,1.5,-1,-12%,0.2
Cn1cnc([N+](=O)[O-])c1S(=O)(=O)c1cccc(Cl)c1,-1,8%,-4%,-11,?,0.5,-5,-9%,1.2
Cc1cc(=O)oc2cc(OCC(=O)OC(C)C(=O)NC3CCCC3)ccc12 (stereo unspecified),5,7%,24%[57.1 µM],-7,-6%[57.1 µM],2.3,-20,-24%,0.4
CCOC(=O)C1C(=O)CC(C)(O)C(C(=O)OCC)C1c1ccc(N(CC)CC)cc1 (stereo unspecified),13,0%,-4%,-4,-12%,0.4,6,4%,-0.6
O=C(Nc1ccc(Cl)cc1)NN1CCCCCC1,.,0%,7%[57.1 µM],.,12%[11.4 µM],.,4,-9%,.
Cc1cc(C(=O)NN)c(C)o1,-2,1%,2%,6,18%,0.0,1,-8%,0.8
Cc1nc(-c2cccnc2)sc1C(=O)Nc1ccc(Cl)cc1,-2,-3%,-7%,-6,-7%,-0.1,-5,-21%,-0.3
COc1ccc(S(=O)(=O)Nc2cc([N+](=O)[O-])ccc2OC)cc1,-5,3%,0%[57.1 µM],-1,2%[57.1 µM],-0.2,0,-18%,0.7
CC1CCCCN1CCNC(=O)c1cc2c(=O)n(C)c3ccccc3c2n1C (stereo unspecified),0,1%,17%[57.1 µM],-9,-1%[57.1 µM],-1.9,4,-5%,-0.3
CC(/C=C1\SC(=S)N(CCC(=O)Nc2nc(C)cs2)C1=O)=C\c1ccccc1,-6,-2%,4%,-6,3%,-0.2,-7,-25%,-0.3
CC(C)NC(=O)c1ccc(-n2nc(C(F)(F)F)c3c2CCCC3)cc1,0,-4%,0%[11.4 µM],6,-9%[11.4 µM],-0.5,-3,-19%,-1.7
CCOC(=O)c1cc(NC(=O)N2CCOCC2)c(C)nc1C,1,-3%,-8%[57.1 µM],-1,6%[57.1 µM],-0.1,0,-2%,0.9
O=C(NC(=S)N1CCCC1)c1ccccc1F,5,3%,-4%,-8,-3%,0.5,-4,-3%,1.1
Cc1ccc(S(=O)(=O)NCC(=O)N/N=C/c2ccc(Cl)cc2)cc1,-3,5%,-2%,11,8%,-1.5,-1,-22%,-0.3
CC(NC(=O)COC(=O)CCC(=O)c1ccc(F)cc1)c1ccccc1 (stereo unspecified),.,0%,0%,.,15%,.,-2,0%,.
COc1ccccc1C(=O)NCCN=C1NS(=O)(=O)c2ccccc21,1,5%,-2%,4,2%,0.0,-4,?,0.0
CCCCCC(=O)Nc1cc(N(C)C)nc2ccccc12,3,2%,26%,35*,-15%,-1.3,-1,-16%,-1.7
CCOC(=O)C1CCCN(C(=O)c2cc(Nc3ccc(OC)cc3)nc3ccccc23)C1 (stereo unspecified),6,5%,-12%,-2,13%,-0.1,3,-16%,0.4
COCCn1c(SCC(=O)NCC2CCCO2)nc2c([nH]c3ccccc32)c1=O (stereo unspecified),-1,5%,0%,-12,-6%,0.3,3,-16%,-0.7
Cc1ccc(C2=NS(=O)(=O)N(C)C(C(=O)N(C)C3CCCCC3)=C2)cc1,4,13%,0%,-3,13%,0.5,-2,?,-1.0
O=C(Nc1ccc(OC(F)(F)F)cc1)c1noc2c1CCCC2,0,.,2%,.,21%,0.0,0,-22%,0.8
CCOc1ccccc1-n1c(SCC(=O)NC2CCCC2)nnc1-c1ccoc1C,14,0%,-7%,-2,-14%,1.0,5,-9%,-0.3
CCC(=O)Nc1ccc(NC(=O)CSc2nnc(-c3ccco3)n2CC)cc1,9,-1%,13%[57.1 µM],.,12%[57.1 µM],.,-1,0%,-0.5
CC(C)(OC(=O)c1ccc(F)cc1)c1cc2ccccc2c(=O)o1,-5,-2%,3%,2,15%,-1.2,-3,?,-0.5
CC(C)(C)NC(=O)C(c1ccc(F)cc1)N(Cc1ccco1)C(=O)c1csnn1 (stereo unspecified),0,0%,6%[57.1 µM],1,8%[57.1 µM],-0.5,-4,-8%,-0.3
Cc1oc(-c2ccc(C(=O)NCc3ccccc3Cl)cc2)nc1CN1CCc2ccccc21,-2,-10%,1%[57.1 µM],.,36%[57.1 µM],-0.3,1,-19%,0.5
CCCCOc1ccc(/C=N/NC(=O)c2nnn(-c3nonc3N)c2CN2CCCCCC2)cc1,.,6%,-4%,.,16%,.,19,-25%,.
COc1cc(C2CC(=O)N(CC(=O)NCc3ccco3)c3ccccc3S2)cc(OC)c1OC (stereo unspecified),18,5%,-12%,-2,3%,-0.3,0,-3%,0.1
CCC1Oc2ccccc2N(CC(=O)NCCCN2CCN(c3ccc(OC)cc3)CC2)C1=O (stereo unspecified),0,-11%,4%,15,25%,-0.2,-1,-28%,0.1

# Part of the list above in order of heavy-atom count, descending.
SMILES,TRHR PAM,IDH1 R132H inh,TrxR1 substrate,D2 antag,rTrxR1 inhibitor,D2 agonist,PI4K2A block,USP1 inh,TRHR ag
COc1cc(C2CC(=O)N(CC(=O)NCc3ccco3)c3ccccc3S2)cc(OC)c1OC (stereo unspecified),18,5%,-12%,-2,3%,-0.3,0,-3%,0.1
CC(C)(C)NC(=O)C(c1ccc(F)cc1)N(Cc1ccco1)C(=O)c1csnn1 (stereo unspecified),0,0%,6%[57.1 µM],1,8%[57.1 µM],-0.5,-4,-8%,-0.3
CCC(=O)Nc1ccc(NC(=O)CSc2nnc(-c3ccco3)n2CC)cc1,9,-1%,13%[57.1 µM],.,12%[57.1 µM],.,-1,0%,-0.5
Cn1cnc([N+](=O)[O-])c1S(=O)(=O)c1cccc(Cl)c1,-1,8%,-4%,-11,?,0.5,-5,-9%,1.2
O=C(Nc1ccc(Cl)cc1)NN1CCCCCC1,.,0%,7%[57.1 µM],.,12%[11.4 µM],.,4,-9%,.

# Records listed so far marked active in D2 antag:
molecule,TRHR PAM,TrxR1 substrate,D2 antag,rTrxR1 inhibitor,PI4K2A block,USP1 inh,TRHR ag
CCCCCC(=O)Nc1cc(N(C)C)nc2ccccc12,3,26%,35*,-15%,-1,-16%,-1.7

# High-throughput results as filed in PubChem BioAssay.
